Source: PubChem (National Center for Advancing Translational Sciences (NCATS))
KDM5B inhibitor: KDM5B demethylase inhibition | KDM5B demethylase, FDH-coupled NADH fluorescence (FDH is formaldehyde dehydrogenase) | Potency, µM (highest dose often 57.7 µM), for inactives: top-dose activity change, negative = inhibition, hits mostly inhibitors | hit rate 2.6% among 220,000; active means well fitted inhibition curve with a large enough effect; inconclusive means small, poorly fitted or top-dose-only effect; inactive means no such curve, though single readings can be large or run the other way; further: 0% is about no effect; nearly all actives have a fitted effect of over 70% in size
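Coupled FDH/NAD⁺ fluorescence readout. KDM5BΔAP 200 nM final; compound titration, 10 min RT preincubation; substrate mix 12.5 µM H3K4me3, 25 µM 2-OG, 50 µM Fe(II), 100 µM ascorbate, 0.25 mM NAD⁺, 0.25 U/mL FDH; ΔRFU over 30 min.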
An asterisk follows results filed as active; ? = inconclusive; [ ] = another dose, or the depositor's remark. Potency means the concentration at half of the fitted maximal effect. These rows are one share of the data; the hit share may differ from the screen's.

KDM5B inhibitor | canonical_smiles
32% | CC1(C)CC(C)(O)N(CCc2ccccc2)C(=S)N1 (stereo not drawn)
? | CC1CCCCN1CCNC(=O)c1cc(=O)[nH]c2ccccc12 (stereo not drawn)
-5% | CN(Cc1ccccc1)C(=O)N1CCN(C(=O)c2cc(-c3cccc(Cl)c3)n[nH]2)CC1
12%[11.5 µM] | CCOC(=O)c1c(NC(=O)COc2cccc(C)c2C)sc(C(C)=O)c1C
11% | CCCn1nc(C(=O)OCC(=O)Nc2ccc(OCc3ccccc3)cc2)c2ccccc2c1=O
-3% | CC1CCN(C(=O)CSc2nnc(-c3ccccc3Cl)o2)CC1
-1% | O=C1/C(=C/c2ccc(Cl)c(Cl)c2)CCc2ccccc21
0% | COC1CCC12CCN(C(=O)C1CCCC1)CC2 (stereo not drawn)
? | Oc1ccc2c(c1)OCCOCCOc1cc(O)ccc1OCCO2
7% | CCN(C(=O)c1nn(C)c(=O)c2ccccc12)c1nc2ccccc2s1
6% | Cc1cn2c(=O)cc(COC(=O)c3ccc(NC(=O)COc4ccccc4C)cc3)nc2s1
? | COc1ccc(OC)c(NC(=O)N2CCC(N3CCN(Cc4ccc(F)cc4)C(=O)C3=O)CC2)c1
22µM* | CCOC(=O)C(C)Oc1cccn2c(=O)c(-c3cc(C)n(-c4ccc(Cl)cc4)n3)c(C)nc12 (stereo not drawn)
14% | CC(C)NC(=O)CN(C)C(=O)CCl
29% | COc1ccc(NC(C)=O)cc1S(=O)(=O)N1CCN(C(=O)c2ccccc2F)CC1
15% | Cc1ncc(CN2CCCC2C(=O)Nc2ccc(-c3cccc(F)c3)cc2)[nH]1 (stereo not drawn)
25µM* | CCNc1nc2c(s1)C(c1cccc(F)c1)CC(=O)N2 (stereo not drawn)
-15% | Cc1cc(C(=O)N2CC(N(CC(C)C)C3CCOCC3)C2)nn1C
8% | O=C(NC1CCCCC1)c1cc2sc3ccccc3c2s1
-14% | COc1cc(NC(=O)c2ccc3ccccc3n2)cc(OC)c1
10% | O=C(NCC(O)COc1cccc(F)c1)c1ccoc1 (stereo not drawn)
? | O=C(c1n[nH]c2ccccc12)N1CCC(c2nc(C3CCOCC3)no2)C1 (stereo not drawn)
7% | O=C(CCn1ccn2nc3c(c2c1=O)CCCC3)Nc1cc(F)cc(F)c1
10% | C/C(CC(=O)Nc1ccc2c(c1)OCO2)=N\NC(=O)c1ccc(N)cc1
18% | CS(=O)(=O)Cc1cccc(C(=O)Nc2ccc(F)cc2F)c1
5% | O=C(COc1ccc(S(=O)(=O)N2CCOCC2)cc1)N1CCc2ccccc2C1
17% | O=C(Oc1ccc2c(=O)c(-c3ccc(Cl)cc3)coc2c1)C1CC1
-1% | CC(=O)N(/N=C/c1ccc([N+](=O)[O-])o1)c1nc2ccccc2c(=O)n1-c1ccccc1
-9% | CCCOc1ccc(Br)cc1C1C(C(=O)OC(C)C)=C(C)Nc2nnnn21 (stereo not drawn)
16% | CCc1ccc(NS(=O)(=O)c2ccc(NC(C)=O)c(OC)c2)cc1

Filtered by structure: the compounds so far with a furan ring, fused or not
KDM5B inhibitor | canonical_smiles
10% | O=C(NCC(O)COc1cccc(F)c1)c1ccoc1 (stereo not drawn)
-1% | CC(=O)N(/N=C/c1ccc([N+](=O)[O-])o1)c1nc2ccccc2c(=O)n1-c1ccccc1

Further structures.
KDM5B inhibitor | canonical_smiles
-19% | CS(=O)(=O)N1CCC(OC2CCN(C(=O)C3(c4ccccc4)CC3)CC2)CC1
? | OCCc1ccc(Nc2cnc3ccc(-c4ccc(F)cc4)nn23)cc1
-9% | O=C(Cc1ccc(F)cc1)NCc1ccc2c(c1)CCN2C(=O)c1ccc(F)cc1
14% | FC(F)(F)c1ccc(Cl)c(N/N=C/c2cccc(OCc3ccccc3)c2)c1
13% | COC(=O)Cn1c(CN(C)Cc2ccccc2)nc2c1c(=O)n(C)c(=O)n2C
13% | O=C(Nc1cccc(-c2nc3cc(Cl)ccc3o2)c1)c1cccc(F)c1
14% | O=C1CCC(CCC(=O)N2CCN(c3ccccc3)C(=O)C2)(Cc2ccc(F)cc2)N1 (stereo not drawn)
13% | CCOCCOC(=O)c1nc2ccccc2nc1Nc1cc(C)cc(C)c1
-1% | CCn1cc(CN2CCC3(CC2)CN(c2ccncn2)CC3CO)c(C)n1 (stereo not drawn)
? | CCCCCN1C(C(=O)c2ccccc2)=C(NC(=O)c2ccc(OC)c(OC)c2)c2ccccc2S1(=O)=O
17% | Cc1cc(=O)n2[nH]c(SCc3c(F)cccc3Cl)nc2n1
-27% | CC(=O)N1c2ccc(S(=O)(=O)N3CCCCCC3)cc2CC1C(=O)NCc1ccccc1F (stereo not drawn)
15% | NC(=O)C(Cc1ccccc1)NS(=O)(=O)c1ccc(Cl)s1 (stereo not drawn)
? | CCCCCn1nc(C(=O)OCCOc2cccc(C)c2)c2ccccc2c1=O
11% | Cc1cc(Cl)ccc1NS(=O)(=O)c1ccccc1C#N
-28% | O=C(CCc1cc2ccccc2[nH]c1=O)N1CCN(C(=O)c2ccco2)CC1
-20% | CCc1nc2ccc(C(=O)Nc3ccc(C)cn3)cc2nc1CC
-15% | CCCCNC(=O)c1nnn2c1COC(c1ccc(C)cc1)C2 (stereo not drawn)
? | Cc1cccc(-c2nc(S(=O)(=O)c3ccc(Cl)cc3)c(N3CCCCCC3)o2)c1
? | O=C(NCc1nnc2cc(-c3nc(C4CC4)no3)ccn12)c1ccc(F)c(Cl)c1
3% | Cc1ccc(-n2c(=O)c3sccc3n(CC(=O)N3CCCCC3C)c2=O)cc1C (stereo not drawn)
18% | Cc1c(Cl)cccc1NC(=O)C(C)C
28% | O=C(Nc1ccc(Cl)cc1)N1N=CCC1c1ccccc1 (stereo not drawn)
112µM* | O=C(NCc1ccc(Cl)cc1)c1ccc2cc[nH]c2n1
4% | CCOc1cc(C)c(C(C)C)cc1S(=O)(=O)N(CC)CC
3% | CS(=O)(=O)Nc1ccc(/C=C/C(=O)O)cc1
? | CNC(=O)c1cccnc1N1CC2CC(C1)[C@H]1CCCC(=O)N1C2 (stereo partly drawn)
-25% | Cn1c(CCC(=O)N2CCCOCC2)nc2cc(S(=O)(=O)N3CCCC3)ccc21
? | O=C(Cc1ccc(-c2ccccc2)cc1)N1CCN(S(=O)(=O)c2ccc3ccccc3c2)CC1
-15% | CN(CC1(c2ccccc2)CC1(C)C)C(=O)c1cc(COc2c(F)cccc2F)on1 (stereo not drawn)

Rewritten with bars between the fields: entries from further up
SMILES | KDM5B inhibitor
CCCCNC(=O)c1nnn2c1COC(c1ccc(C)cc1)C2 (stereo not drawn) | -15%
Cc1cccc(-c2nc(S(=O)(=O)c3ccc(Cl)cc3)c(N3CCCCCC3)o2)c1 | ?
O=C(NCc1nnc2cc(-c3nc(C4CC4)no3)ccn12)c1ccc(F)c(Cl)c1 | ?
Cc1ccc(-n2c(=O)c3sccc3n(CC(=O)N3CCCCC3C)c2=O)cc1C (stereo not drawn) | 3%

(list continues)
KDM5B inhibitor | canonical_smiles
-2% | CC1Cc2ccccc2N1CC(=O)Nc1ccc(S(=O)(=O)N(C)C)cc1 (stereo not drawn)
? | Cn1nc(-c2ccccc2F)c2cc(C(=O)N3CCN(c4ccccc4F)CC3)sc21
? | NCc1cccc(-c2cncnc2)c1
12% | CCN(CC(=O)Nc1ccccc1C(F)(F)F)C(=O)c1ccccc1Sc1ccccc1C#N
-24% | CCOC(=O)C1CCN(C(=O)c2cc(Cn3nc(C)cc3C)[nH]n2)CC1
-16% | CCc1ccc(C(=O)c2cn(CC(=O)Nc3cc(C)ccc3C)c3nc(C)ccc3c2=O)cc1
22% | O=C1CC(c2ccccc2)N(C(=O)CNC(=O)C2CCCC2)CCCCCCN1 (stereo not drawn)
-17% | COc1ccc(CNC(=O)Cn2nc3c(cc2=O)CCCC3)cc1
7% | Cc1nn(-c2ccccc2)c(C)c1S(=O)(=O)N[C@@H]1[C@@H](N)[C@H]2CCO[C@H]21
-44% | COc1ccc(Br)cc1CNC(=O)Cn1c(=O)c2cccn2c2ccc(F)cc21
-12% | Cc1cc(C)n(-c2ccc(C(=O)NCC(=O)Nc3cc(Cl)ccc3Cl)cc2)n1
9% | COc1ccc(CNC(=O)c2ccc3c(O)c(S(=O)(=O)c4ccccc4)c(=O)[nH]c3c2)cc1
? | Cc1cc(F)ccc1S(=O)(=O)NCC(c1ccco1)S(=O)(=O)c1cccs1 (stereo not drawn)
-1% | CCCCN1C(C(C)=O)=C(OC(=O)c2ccc(C)cc2)c2ccccc2S1(=O)=O
5% | CCCCC(=O)Nc1c(S(=O)(=O)c2ccc(F)cc2)c(C)c(C)n1CCOC
? | C=CC[C@@H]1Cc2c(N)cccc2[C@@H](CC=C)N1
-1% | Cc1ccc(C)c(Cn2c(SCC(=O)NCc3ccccc3)nc3ccccc32)c1
18% | CC(=O)NC1(C#N)CCCCC1
0% | O=[N+]([O-])c1ccc(O)c(-c2ccnc3cc(-c4ccccc4)nn23)c1
9% | CCNc1nccc(N2CCC(CC(=O)N3CCN(c4ccccc4F)CC3)CC2)n1
-18% | CCOc1ccccc1N(CC)C(=O)c1cc2ccc3cccnc3c2[nH]1
-14% | CO[C@H]1[C@H](NC(=O)c2cc(=O)[nH]c(=O)[nH]2)c2ccccc2C12CCNCC2
-10% | COc1cc(CN(C(=O)Nc2ccccc2)c2ccccn2)cc(OC)c1OC
8% | CC(C)CSc1nc(N2CCOCC2)c2c(c1C#N)CCCC2
5% | Cc1ccc(COc2ccc(CNC(C)C)cc2)cc1
24% | C[C@@H]1CN(C(=O)c2cccnc2N(C)C2CCCCC2)C[C@@]1(O)C1CCC1
19% | O=C(c1ccc(CN2C(=O)NC3(CCOCC3)C2=O)cc1)N1CCSCC1
-4% | O=C(NCc1cccnc1)C1CCC(=O)N1C1CCNCC1 (stereo not drawn)
? | Cc1nc2scc(CC(=O)N3CCCC3)n2c(=O)c1-c1cc(C)n(-c2cccc(F)c2)n1
? | O=C(O)c1ccc2c(=O)n3c(nc2c1)/C(=C/c1ccccc1Br)CC3
? | N#Cc1cc(Oc2ccc(Br)cc2)c(Oc2ccc(Br)cc2)cc1C#N
14% | CC(C)CC(NC(=O)Cn1cnc(C#N)n1)c1ccccc1 (stereo not drawn)
2% | O=[N+]([O-])c1ccc(NC(=S)Nc2ccc3c(c2)CCC3)cc1
-4% | Cc1ccccc1N1CCN(CC(=O)Nc2ccccc2C(=O)NC2CC2)CC1
-13% | CC1CCCN(C(=O)Cc2cccn2-c2ccc(F)cc2)C1 (stereo not drawn)
8% | COc1ccc(C2CC(=O)Nc3c2c(=O)nc(SC)n3C)cc1 (stereo not drawn)
-6%[86.2 µM] | CC(C)Cc1cc(CC2(NCc3ccc(N(C)C)cc3)COC2)no1
? | COc1ccc(CNC(=O)Cc2c(C)c3c(cc(C)c4c(C)c(C)oc43)oc2=O)cc1OC
-26%[86.2 µM] | COCc1nc2nc(-c3ccccc3)c(-c3cccc(NC(C)=O)c3)cc2n1C
37%[activator] | O=C(c1ccc(Cl)cc1)N1CCN(CCOc2ccccc2)CC1
30% | Cc1ccnc2nc(C(=O)OCC(=O)NC3CCCC(C)C3C)nn12 (stereo not drawn)
-28%[86.2 µM] | Cc1noc(C)c1-c1cc2c(cc(C)n2C)c(NC2CCN(C)CC2)n1
-20% | CC(C)c1ccc(NC(=O)N2CCN(c3ccc(Cl)c(Cl)c3)CC2)cc1
-9% | CCOc1ccc(CNC(=O)c2sc3nc(C)cc(C)c3c2-n2cccc2)cc1
9% | COc1ccc(N2C(=O)C(C)(C)CS2(=O)=O)cc1S(=O)(=O)N1CCCc2ccccc21
-19% | COc1ccccc1-c1cnc(N)nc1-c1ccc(OCc2ccc(F)cc2)cc1O
-28% | COc1ccc(NC(=O)Cn2c(=O)c3cccn3c3ccccc32)cc1Cl
-33% | O=C(c1ccc(=O)[nH]n1)N1C[C@H]2OC(=O)N(CCCN3CCOCC3)[C@H]2C1
-27% | COc1ccc(-c2nc(Cn3c(-c4ccc(F)cc4)nc(C)c(CCO)c3=O)c(C)o2)cc1
5% | CCOC(=O)c1c(NC(=O)c2ccc(Br)cc2)sc2c1CCCC2
? | COc1ccc(CN2CCN(Cc3ccncc3)CC2)cc1OC
17% | CCCCN1C(=O)C(CC(=O)NC2CCCC2)Sc2ncccc21 (stereo not drawn)
20% | O=C(c1ccccn1)N1CC(=O)N(C2CCCCC2)CC(OCc2ccccc2)C1 (stereo not drawn)
-13% | Cc1ccc(CCNC(=O)c2sc3nc4n(c(=O)c3c2C)CCCC4)cc1
-3% | O=C(CSc1nc2cc(S(=O)(=O)N3CCCCC3)ccc2o1)Nc1ccccc1F
35µM* | Cc1ccc2c(n1)N(C)[C@H](CO)CCN(CC1CCCCC1)C2
-18% | COc1ccc(S(=O)(=O)c2nnn(-c3ccc(C)c(Cl)c3)c2C)cc1
9% | CC(=O)c1c(C)[nH]c(C(=O)COc2ccccc2F)c1C
-33% | O=C(/C=C/c1ccccc1)Nc1cc(-c2nc3ccccc3o2)ccc1Cl
-2% | COC1CCC12CCN(C(=O)Cc1cccnc1)CC2 (stereo not drawn)

Reprinted at random: two entries already listed, in no set order.
KDM5B inhibitor | canonical_smiles
2% | O=[N+]([O-])c1ccc(NC(=S)Nc2ccc3c(c2)CCC3)cc1
-3% | O=C(CSc1nc2cc(S(=O)(=O)N3CCCCC3)ccc2o1)Nc1ccccc1F
